# PKM2 activator: PKM2 (human) enzyme activation. P14618. purified PKM2, Kinase-Glo ATP luminescence, activation; response scale: 0% is enzyme alone, no compound. Potency, µM (series often up to 57.5 µM), inactives show at the top dose activation, actives largely listed as activators. actives 0.34% (n = 260,000). AID 1631; also: potency is read from the fitted curve at half-maximal effect; % is scaled to controls: 0 for no effect and ±100 for the full control effect; nearly all actives have a fitted effect of over 55% in size
#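 Purified hPK-M2 (>95% pure) converted ADP (0.1 mM final) to ATP with 0.5 mM PEP in 50 mM imidazole pH7.2, KCl, MgCl2, Tween 20, BSA; 1 h at room temperature. ATP detected by Kinase-Glo luminescence.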
# ELG1 DNA repair: blocks ELG1-dependent DNA repair in HEK293T cells | actives 2.3% (n = 330,000) | Potency, µM (doses to about 46.1 µM), without a hit: at the top dose activity change, negative = inhibition, hits mostly inhibitors | HEK293T ELG1-luciferase reporter, luminescence, 16 h; DNA damage induced by 5-fluorouridine; also: potency is read from the fitted curve at half-maximal effect; % is scaled to controls: 0 for no effect and ±100 for the full control effect; nearly all actives have a fitted effect of over 55% in size
#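 5-Fluorouridine DNA damage + compound/DMSO, 2,000 cells/well, 16 h, 37 °C/5% CO2. ONE-Glo, 30 min RT, luminescence. Readout = decrease in reporter signal.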
# Gal4-VP16 FLuc: inhibits Gal4-VP16 luciferase reporter, ROR gamma counter-screen | Drosophila S2 Gal4-VP16 UAS-luciferase, luminescence, 20 h | Potency, µM (doses to about 53.6 µM), for the others: at the highest dose activity, negative = inhibition, hits mostly inhibitors | actives 3.5% (n = 310,000);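 also: Gal4-VP16 expression switched on by copper sulfate through the metallothionein promoter; potency is read from the fitted curve at half-maximal effect; % is scaled to controls: 0 for no effect and ±100 for the full control effect; nearly all actives have a fitted effect of over 50% in size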
# FLuc counter: firefly luciferase modulation, counter-screen for miR-21 project; actives 6.9% (n = 360,000); purified FLuc, Km substrates, luminescence inhibition; Potency, µM (doses to about 57.5 µM), inactives show at the top dose activity change, negative = inhibition, usual class: inhibitors;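 also: potency is read from the fitted curve at half-maximal effect; plate controls were vehicle for no effect and reference inhibitor for full effect; nearly all actives have a fitted effect of over 55% in size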
# Target sequence (P08659 whole entry, looked up): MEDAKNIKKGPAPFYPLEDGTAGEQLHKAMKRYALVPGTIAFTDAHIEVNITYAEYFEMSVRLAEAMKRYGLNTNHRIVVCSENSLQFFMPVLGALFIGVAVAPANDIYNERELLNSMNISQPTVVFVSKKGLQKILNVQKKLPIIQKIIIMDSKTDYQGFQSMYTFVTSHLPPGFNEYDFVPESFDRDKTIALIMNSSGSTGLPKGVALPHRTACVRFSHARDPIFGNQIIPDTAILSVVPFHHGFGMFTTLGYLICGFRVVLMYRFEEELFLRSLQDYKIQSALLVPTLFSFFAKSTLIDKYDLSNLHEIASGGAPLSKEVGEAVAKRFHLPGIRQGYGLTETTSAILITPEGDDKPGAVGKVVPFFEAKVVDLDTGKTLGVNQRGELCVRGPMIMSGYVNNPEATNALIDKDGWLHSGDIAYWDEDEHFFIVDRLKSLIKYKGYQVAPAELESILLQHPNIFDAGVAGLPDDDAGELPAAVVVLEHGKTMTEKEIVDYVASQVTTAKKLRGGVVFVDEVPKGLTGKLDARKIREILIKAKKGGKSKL
#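 Purified P. pyralis luciferase (10nM final) with 10uM D-luciferin and 10uM ATP (Km levels) in 50mM Tris acetate pH 7.5, 10mM Mg acetate, 0.01% Tween-20, 0.05% BSA; qHTS 6-point titration, ~60 µM downward; luminescence read.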
# Rab9 prom act: activates the Rab9 promoter; Potency, µM (highest dose often 9.22 µM), inactives show at the top dose activation, negative = inhibition, usual class: activators; Huh7 Rab9 promoter-luciferase reporter, luminescence, 24 h; actives 2.8% (n = 320,000); also: potency is read from the fitted curve at half-maximal effect; % of control where 0% means no effect; nearly all actives have a fitted effect of over 60% in size
#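 Huh7 cells stably carrying Rab9 promoter–luciferase reporter, plated 1500 cells/well, compound added after 2 h and incubated 24 h at 37 °C; luciferase luminescence then read after 10 min with detection reagent.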
# KCNH2 3.1 inh: KCNH2 3.1 (human) potassium channel inhibition. actives 0.95% (n = 340,000). U2OS KCNH2 3.1, thallium flux FluxOr; active compounds read low. AID 720553. activity change, % (tested at about 1.8 µM);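 active = maximum activity change below -70%; inconclusive = maximum activity change from -70% to -50%; inactive = maximum activity change above -50%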;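 also: thallium influx rate constant from kinetic fluorescence after stimulation buffer; % is scaled to controls: 0 for no effect and ±100 for the full control effect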
#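 Channel expression came from 3.1 mutant virus (1.77 x 10^8 /mL) applied to suspended U2OS cells for 4 h. Flux was tracked with FluxOr dye plus Red40 quencher, and kinetic rate constants normalized to controls.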
# Menin MLL FP TR: inhibitors of human menin-MLL interaction, mutant MLL peptide; O00255; Menin + Texas Red MLL mutant peptide, fluorescence polarization; Potency, µM (series often up to 61.6 µM), for inactives: at the top dose FP activity change, negative = inhibition, actives largely listed as inhibitors; actives 0.23% (n = 270,000); active = well fitted inhibition curve with a large enough effect in the polarisation, with a control signal flat, not every such curve was filed as active; inconclusive = small, poorly fitted or top-dose-only effect, or effect the other way, or a change in a side signal; inactive = no such curve, though single readings can be large or run the other way; the % refers to the polarisation; also: potency is read from the fitted curve at half-maximal effect; % of control where 0% means no effect; many of its hits are not listed in these tables
# Mito fusion yeast: blocks mitochondrial division or promotes mitochondrial fusion | actives 0.23% (n = 320,000) | Potency, µM (highest dose often 46.1 µM), for the others: at the top dose growth rescue (activation), most hits filed as activators | AID 485298 | S. cerevisiae fusion-defective mutant growth rescue, CellTiterGlo 48 h;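 also: potency is read from the fitted curve at half-maximal effect; % of control where 0% means no effect; nearly all actives have a fitted effect of over 45% in size; temperature-sensitive fusion mutants such as fzo1-1 at 37 °C on non-fermentable ethanol glycerol medium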
#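 Luminescent cell viability in 1536-well qHTS format served as the measure of rescued growth in ts fusion-mutant S. cerevisiae cultured on non-fermentable YPEG for 48 hours at 37C.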
# NPC1 promoter act: NPC1 promoter activation. Huh7 NPC1 promoter luciferase reporter, 24 h. Potency, µM (titrated, usually from 9.22 µM), inactives show top-dose activation, most hits filed as activators. actives 2.4% (n = 320,000). AID 485313;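 also: potency is read from the fitted curve at half-maximal effect; % of control where 0% means no effect; nearly all actives have a fitted effect of over 60% in size; reporter is driven by a mutant NPC1 promoter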
#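 Stable NPC1-promoter luciferase Huh7 line; cpd (DMSO) 24 h, 37 °C, 5% CO2; Amplite luciferase reagent 10 min RT; luminescence readout. qHTS format.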
# MBNL1 CUG block: blocks human MBNL1 binding to CUG repeat RNA. TR-FRET MBNL1-His/biotin-(CUG)12 binding, 665/545 ratio. Potency, µM (top dose mostly 57.5 µM), for the others: at the highest dose activity change, negative = inhibition, most hits filed as inhibitors. actives 0.036% (n = 280,000). AID 2675; active = well fitted inhibition curve with a large enough effect in the signal ratio, with a control signal flat, not every such curve was filed as active; inconclusive = small, poorly fitted or top-dose-only effect, or effect the other way, or a change in a side signal; inactive = no such curve, though single readings can be large or run the other way; the % refers to the signal ratio; also: potency is read from the fitted curve at half-maximal effect; % is scaled to controls: 0 for no effect and ±100 for the full control effect
#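 MBNL1-His + Biotin-(CUG)12, cpd titration 92 nM–58 uM; Tb anti-His Ab 0.055 ng/ul, SA-XL665 5 nM (final); 60 min RT; ratiometric 665/545 nm, Ex 340 nm; normalized to buffer and full-complex controls.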
# RORgamma inh: ROR gamma (mouse) transcription inhibition | Drosophila S2 Gal4-RORgamma UAS-luciferase reporter, 20 h | Potency, µM (highest dose often 53.6 µM), for the others: at the top dose activity change, negative = inhibition, hits mostly inhibitors | actives 5.4% (n = 310,000) | AID 2551; also: potency is read from the fitted curve at half-maximal effect; % is scaled to controls: 0 for no effect and ±100 for the full control effect; nearly all actives have a fitted effect of over 60% in size
# Target sequence (P51450 whole entry, looked up, the tested form may be a part): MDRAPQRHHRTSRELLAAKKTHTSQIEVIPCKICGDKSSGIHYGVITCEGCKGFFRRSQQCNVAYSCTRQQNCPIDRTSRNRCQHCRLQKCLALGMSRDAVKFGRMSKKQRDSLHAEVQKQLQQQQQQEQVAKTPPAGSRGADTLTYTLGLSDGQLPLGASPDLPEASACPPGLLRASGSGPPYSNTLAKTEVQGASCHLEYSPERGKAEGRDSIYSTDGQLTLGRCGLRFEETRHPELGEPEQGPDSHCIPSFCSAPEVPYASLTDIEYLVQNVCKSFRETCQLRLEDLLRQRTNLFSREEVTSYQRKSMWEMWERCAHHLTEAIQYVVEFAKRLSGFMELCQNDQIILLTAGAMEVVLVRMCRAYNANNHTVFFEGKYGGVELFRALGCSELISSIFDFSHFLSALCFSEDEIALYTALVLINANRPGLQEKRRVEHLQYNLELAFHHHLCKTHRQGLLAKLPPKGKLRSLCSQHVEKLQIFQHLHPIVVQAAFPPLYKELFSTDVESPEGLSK
#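 Drosophila Schneider cells stably carrying a metallothionein-driven Gal4 DBD–ROR gamma fusion and a UAS-Photinus luciferase reporter were exposed to compound for 1 hr, then induced with copper sulfate (700 uM final) for 20 hr at ambient temperature before luminescence reading.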
# Starred values were filed as active, the others as inactive; ? = inconclusive; nt = no result given; [ ] = dose if it differs, or a comment. Unless noted, calls follow the shape of the dose curve; as a rule, active = well fitted curve in the direction sought with a large enough effect; inconclusive = small, poorly fitted or top-dose-only effect, or another doubt; inactive = no such curve, though single readings can be large; an effect the other way counts as inactive or inconclusive.
SMILES,PKM2 activator,ELG1 DNA repair,Gal4-VP16 FLuc,FLuc counter,Rab9 prom act,KCNH2 3.1 inh,Menin MLL FP TR,Mito fusion yeast,NPC1 promoter act,MBNL1 CUG block,RORgamma inh
C=CCn1c(O)c(N=NC(=S)Nc2ccc(OC)c(Cl)c2)c2ccccc21,-5%,?,4µM*,2%,-8%,-15,?,-11%,-5%,17%,2.8µM*
COc1cc(OC)cc(-c2nnc(Sc3ccc(C=O)cc3[N+](=O)[O-])o2)c1,-1%,28%,-23%,-7%,3%,nt,?,1%,0%,?,-36%
CCOC(=O)CSc1nc(C2CC2)cc(-c2ccc(Cl)cc2)c1C#N,-2%,-4%,-3%,3%,-6%,-6,-14%,3%,-3%,12%,-15%
COc1ccc(C)cc1S(=O)(=O)Nc1cccnc1,-7%,0%,2%,-3%,12%,-1,0%,0%,8%,-4%,2%
O=C(c1ccsc1)N1CCCC(N2CCN(c3ccccc3F)CC2)C1 (centres undefined),-3%,7%,-2%,6%,12%,25,nt,1%,0%,-2%,3%
O=C(O)c1ccc(-n2c(/C=C/c3cccc([N+](=O)[O-])c3)nc3ccccc3c2=O)cc1,nt,?,2%,-6%,-5%,16,?,12%,-2%,?,6%
O=C(Cc1ccccn1)c1ccc(Cl)cc1,nt,?,nt,12µM*,2.8µM*,-19,nt,-3%,?,nt,nt
CCc1ccc(S(=O)(=O)/N=C2/C=C(Sc3ncn[nH]3)C(=O)c3ccccc32)cc1,-40%,21µM*,6.3µM*,?,-8%,-3,?,-19%,-11%,?,13µM*
Cc1ccc(CNC(=O)C2CCCCC2C(=O)O)cc1 (centres undefined),6%,-5%,18%,6%,2%,-6,-1%,-2%,-5%,10%,2%
O=C(c1ccc(CS(=O)(=O)c2ccc(Br)cc2)o1)N1CCN(C2CCCCC2)CC1,-2%,9%,2%,1%,-3%,nt,-4%,3%,1%,5%,-3%
CCN(CC(=O)Nc1ccc(S(=O)(=O)N2CCCCC2)cc1)Cc1ccccc1,nt,-16%,nt,1%,-10%,-15,nt,4%,-11%,nt,nt
COc1cc(OC)c(OC)cc1/C=C1\CCC(C2CCCC2)C1=O (centres undefined),-1%,7.3µM*,-20%,-13%,1%,-11,-8%,11%,-2%,12%,20%
Cc1ncn2cc(-c3ccc(Cl)cc3Cl)[nH]c(=O)c12,2%,?,3%,8%,0%,-13,nt,-3%,-2%,2%,8%
COc1ccc(-n2c(NCCN(C)C)nc3sc4c(c3c2=O)CCCCC4)cc1,-6%,?,0%,-3%,-2%,-48,-11%,-2%,-6%,3%,1%
COC(OC)c1ccnc(-c2ccc(OC(=O)c3ccccc3)cc2)n1,-3%,0%,-3%,17µM*,-2%,10,2%,-5%,3%,-4%,26%
O=C(CSCc1cccc(Br)c1)N/N=C/c1ccc2c(c1)OCO2,-5%,-12%,-10%,-18%,-4%,18,13%,8%,16%,-5%,31%
O=C(O)C1Cc2ccccc2CN1S(=O)(=O)c1ccccc1 (centres undefined),10%,9%,1%,4%,-3%,2,26%,-13%,-3%,-8%,17%
Cc1ccc(S(=O)(=O)N2CCN(C(=O)CN3CCCC3)C2)cc1,3%,0%,20%,0%,-1%,0,9%,-3%,-1%,2%,?
COc1ccc(CCC(C)Nc2cccc(F)c2)cc1 (centres undefined),2%,27%,-13%,-15%,0%,16,13%,-2%,6%,-2%,2%
Cc1cc(N/C(=N/S(=O)(=O)c2ccc(F)cc2)c2ccccc2)n(-c2ccccc2)n1,0%,?,1%,-8%,-2%,12,-1%,-1%,-2%,-1%,27%
CNC(=S)NN(C)c1nc(C)cc(C)n1,-12%,7%,-5%,0%,1%,-5,-11%,0%,3%,-16%,-19%
Nc1nc(NC(=O)c2ccc(Cl)cc2)nn1-c1ccccc1,-15%,18%,?,19µM*,10%,20,-5%,3%,8%,-15%,?
COc1cc(CC(=O)OCC(=O)NC2CCCCC2C)cc(OC)c1OC (centres undefined),nt,3%,nt,-1%,6%,5,nt,0%,1%,nt,nt
Cn1cc(C(=O)N/N=C/c2c(O)ccc3ccccc23)ccc1=O,11%,2.3µM*,-5%,-17%,-41%[inhibitor],14,-8%,3%,-34%[inhibitor],-11%,-13%
O=C(CSc1nc2ccccc2c(=O)[nH]1)N1CCN(S(=O)(=O)c2ccccc2)CC1,-4%,?,-11%,2%,0%,17,-2%,-1%,-2%,14%,-22%
SMILES,PKM2 activator,ELG1 DNA repair,Gal4-VP16 FLuc,FLuc counter,Rab9 prom act,KCNH2 3.1 inh,Menin MLL FP TR,Mito fusion yeast,NPC1 promoter act,MBNL1 CUG block,RORgamma inh
Cc1ccc(CNS(=O)(=O)c2c(C)[nH]c(=O)[nH]c2=O)cc1,nt,6%,-7%,-1%,0%,13,0%,5%,-1%,2%,-14%
OC1(c2ccc3ccccc3c2)CCN(Cc2ccccc2)C1 (centres undefined),-17%,?,-1%,-14%,20%,-13,-19%,13%,16%,?,-10%
C=C(C)c1cccc(C(C)(C)NC(=O)N2CCOCC2)c1,0%,4%,13%,0%,-4%,-9,27%,-3%,-2%,-4%,-15%
CCC(C)(C)n1nnnc1C(c1ccc(C)cc1)N(Cc1ccco1)Cc1cccs1 (centres undefined),15%,-15%,?,1%,-7%,-15,2%,4%,-4%,-1%,-10%
Cc1ccc(NC(=O)COC(=O)C2CC(=O)N(Cc3ccccc3)C2)cc1F (centres undefined),1%,14%,6%,-8%,12%,-18,1%,-9%,-2%,-14%,6%
O=C(NCCN1CCCC1)c1ccc2c(c1)N(Cc1ccc(F)cc1)C(=O)c1ccccc1S2=O (centres undefined),-2%,?,-9%,0%,-5%,1,-29%,-4%,-3%,-2%,-21%
O=C(c1ccc2c(c1)OCCO2)C1CCN(S(=O)(=O)c2ccc(F)cc2)CC1,6%,-24%,13%,2%,1%,11,-2%,21%,-2%,-1%,2%
COc1ccc2nc(NC(=O)C3CCCN(S(=O)(=O)c4cccc5nonc45)C3)sc2c1 (centres undefined),6%,26µM*,-4%,-15%,-1%,-11,?,13%,1%,33%[activator],?
Nc1cccc2c(=O)c3ccccc3[nH]c12,0%,?,-2%,-5%,0%,3,5%,0%,0%,?,-13%
Cc1ccc(C(=O)NC(=S)NCc2cccnc2)cc1C,-2%,-22%,?,?,-1%,6,-12%,-7%,-1%,nt,13µM*
CCn1c(CNC(=O)c2ccccc2OC)nnc1SCC(=O)c1ccc(F)cc1,2%,5%,-10%,?,-5%,0,-13%,5%,0%,-4%,-11%
CCOc1cc(/C=N/NC(=O)c2ccc(CN3CCOCC3)cc2)ccc1OCc1ccccc1,10%,18µM*,-5%,-1%,-19%,0,12%,10%,-8%,nt,22%[10 µM]
Cc1cccc(C)c1OCc1cc(C(=O)N2CCN(C3CCCC3)CC2)no1,-3%,?,-1%,?,?,?,?,-5%,29%,1%,?
CC1(C)Cc2c(sc(NC(=O)c3ccc4c(c3)OCCO4)c2C(N)=O)C(C)(C)N1,1%,-13%,0%,-10%,9%,10,nt,-3%,-1%,-5%,1%
N#C/C(=C\c1ccc[nH]1)C(=O)c1ccccc1,-20%,?,9%,17µM*,4%,-1,24%,1%,-1%,?,?
COCCCN1C(=O)C(=O)/C(=C(/O)c2ccc(OC)cc2)C1c1cccc(OC)c1 (centres undefined),0%,2%,-19%,8%,-4%,nt,19%,-1%,-1%,19%,2%
Clc1ccccc1OCCn1ccnc1,19%,nt,1%,7%,nt,3,7%,-7%,nt,4%,-42%
Nc1c(C(=O)c2ccc(Br)s2)oc2ccccc12,-10%,?,-10%,7.6µM*,?,-1,32%[activator],?,?,2%,41%
Cc1cc(C)c(C#N)c(SCC(=O)N2CCCCC2)n1,11%,15%,1%,5%,-1%,4,-1%,-1%,0%,-3%,-37%
O=C(COC(=O)CCc1nc2ccccc2c(=O)[nH]1)NC1CCS(=O)(=O)C1 (centres undefined),0%,?,4%,5%,-1%,-9,-1%,-5%,-4%,-2%,1%
CCC(=O)N1CCN(c2ccc(NC(=O)c3ccc4ccccc4c3)cc2)CC1,nt,12%,-9%,0%,2%,-17,21%,5%,4%,-6%,-4%
S=c1[nH]nc(-c2ccccc2)n1/N=C/c1cccs1,-14%,15%,-1%[0.365 µM],2%,-5%,-1,7%,11%,8%,-4%,4µM*
CN1C(=O)C2(OCC(C)([N+](=O)[O-])CO2)c2ccccc21 (centres undefined),nt,-2%,2%,-1%,-7%,-29,-22%,0%,3%,0%,-5%

# Some of the compounds tested. The share of hits here may be higher or lower than overall.
